Assay outcomes as filed in PubChem.
MT1-MMP act inh = blockers of MT1-MMP proenzyme processing, primary screen, HT1080 RFP-PRO-GFP cells, GFP/RFP fluorescence. Matrix metalloproteinase-14 (Homo sapiens), P50281. GFP/RFP ratio fluorescence, overnight; percent of plate control window, DMSO zero. GFP/RFP ratio change, % at 20 µM. 360,000 tested, 0.061% active;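 active = GFP/RFP ratio change of at least 30% with cell ATP level not reduced by more than half and red fluorescence within 50% of control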; note: strong numbers were not always called active
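Assay system: HT1080 RFP-PRO-GFP cells | Dosing: 20 µM single dose, 1% DMSO | Incubation: Cells overnight before dosing, compound overnight, 37 °C, 5% CO2 | Evaluation: GFP/RFP fluorescence ratio | Control set: DMSO-only wells and HT1080 RFP-L50D-GFP cell wells as references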
E coli Lon inh = inhibitors of E. coli Lon protease, primary screen, biochemical, fluorescence polarization | purified E. coli Lon protease | inhibition, % at 7.94 µM | 360,000 tested, 0.42% active | AID 602123, 2011; in the data active = inhibition above about 13%, passing the limit was not always enough;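 note: 0% = enzyme with probe and DMSO and 100% = no enzyme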
Target sequence (P0A9M0 whole entry, looked up): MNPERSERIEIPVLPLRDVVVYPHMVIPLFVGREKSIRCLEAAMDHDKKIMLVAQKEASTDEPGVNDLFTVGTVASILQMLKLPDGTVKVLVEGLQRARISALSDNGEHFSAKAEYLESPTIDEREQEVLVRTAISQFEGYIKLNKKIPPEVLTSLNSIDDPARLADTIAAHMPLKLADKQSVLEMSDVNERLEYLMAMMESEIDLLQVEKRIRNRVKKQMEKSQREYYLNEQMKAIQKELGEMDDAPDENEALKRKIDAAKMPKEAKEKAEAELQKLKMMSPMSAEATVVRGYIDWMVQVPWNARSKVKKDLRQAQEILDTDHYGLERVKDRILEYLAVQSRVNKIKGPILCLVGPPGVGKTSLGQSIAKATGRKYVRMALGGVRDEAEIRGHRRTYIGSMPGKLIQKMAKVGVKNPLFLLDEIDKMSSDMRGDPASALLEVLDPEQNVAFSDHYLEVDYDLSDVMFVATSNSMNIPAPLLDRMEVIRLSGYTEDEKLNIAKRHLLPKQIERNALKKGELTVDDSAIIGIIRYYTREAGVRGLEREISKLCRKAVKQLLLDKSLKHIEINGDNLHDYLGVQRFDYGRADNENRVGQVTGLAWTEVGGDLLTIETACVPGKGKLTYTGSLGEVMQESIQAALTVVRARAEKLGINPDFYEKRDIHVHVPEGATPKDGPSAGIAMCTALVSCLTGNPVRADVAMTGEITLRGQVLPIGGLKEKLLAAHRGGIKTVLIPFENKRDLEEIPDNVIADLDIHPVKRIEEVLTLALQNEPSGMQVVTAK
CendR NRP1 mod = modulators of CendR peptide binding to NRP-1, primary screen, biochemical, fluorescence polarization, uHTS | inhibition, % at 25 µM | 360,000 tested, 0.85% active | FAM-RPARPAR peptide binding to NRP-1 | Neuropilin-1 (Homo sapiens), O14786;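 active = inhibition or corrected inhibition above about 18%, plus a signal ratio from 0.5 to 1.5, limit read from the data, passing the limit was not always enough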; note: strong numbers were not always called active
MsrA inhibitor = bovine MsrA enzyme inhibitors, primary screen, biochemical, absorbance, HTS. Methionine sulfoxide reductase A (Bos taurus). purified bovine MsrA, absorbance read-out. inhibition, % at 15.5 µM. 360,000 tested, 0.75% active. AID 651718, 2012; in the data active = inhibition above about 4.5%;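 note: 0% = vehicle wells with enzyme and 100% = reference inhibitor wells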
FAS TE block = FAS thioesterase domain inhibitors, primary screen, biochemical, fluorescence intensity, uHTS | Fatty acid synthase (Homo sapiens), P49327 | recombinant FAS-TE, OMFH fluorogenic substrate, fluorescence endpoint | 360,000 tested, 0.67% active | inhibition, % at 15 µM;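 active = compounds whose normalised, plate-corrected inhibition of enzyme fluorescence in the single-dose primary screen is 50% or more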;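 note: 0% = DMSO with enzyme and 100% = substrate without enzyme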
SKN-1 block = suppressors of acrylamide-induced Pgst-4::GFP reporter in worms, primary screen, SKN-1 inhibitor project, whole organism, uHTS, GFP/RFP fluorescence ratio, strain VP596; C. elegans VP596 Pgst-4::GFP/RFP ratio, 24 h; AID 624304, 2012; 360,000 tested, 0.49% active; inhibition, % at 21.8 µM;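 active = interference check ratio from 0.5 to 1.5 plus GFP to RFP signal ratio inhibition reaching or exceeding a fixed threshold, cut at about 30% in these data, passing the limit was not always enough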; note: some compounds called inactive have numbers as strong as hits
PABP1 MLLE inh = inhibitors of PABP1 MLLE–PAM2 peptide binding, primary screen, biochemical, fluorescence polarization, FITC-PAM2, GST-MLLE; inhibition, % at 20 µM; 360,000 tested, 0.36% active; in the data active = inhibition above about 35%, passing the limit was not always enough;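 note: plate controls were DMSO wells with GST-MLLE for no effect and wells lacking GST-MLLE protein for full effect; some results filed as inactive read as strong as hits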
bovine MsrA act = bovine MsrA enzyme activators, primary screen, biochemical, absorbance, HTS | purified bovine MsrA, absorbance read-out | activation, % at 10.6 µM | 360,000 tested, 0.3% active; in the data active = activation above about 7.5%;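 note: 0% = vehicle and 100% = reference activator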
Tb MetRS inh = T. brucei MetRS inhibitors, primary screen, biochemical, luminescence. methionyl-tRNA synthetase (Trypanosoma brucei brucei). purified T. brucei MetRS, ATP depletion, Kinase-Glo luminescence. inhibition, % at 11.9 µM. 360,000 tested, 0.4% active. AID 624268, 2012;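 active = inhibition above a per-plate cutoff of the control wells' mean inhibition plus 3 SD, cut at about 5.5% in these data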;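 note: 0% = DMSO wells median and 100% = median of wells with control inhibitor compound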
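Test system – parasite MetRS enzyme · Reagent – substrates ATP, L-methionine and bulk Escherichia coli tRNA · Doses – 11.9 µM compound single dose, 0.9% DMSO · Times – 15 min enzyme-compound preincubation, 2 h reaction, 10 min detection, 25 °C · Signal – Kinase-Glo luminescence, ATP depletion format · Controls – DMSO-only wells as low control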
* marks the source's active call; other numbers are inactive results; . = not tested or not shown.

Structure | MT1-MMP act inh | E coli Lon inh | CendR NRP1 mod | MsrA inhibitor | FAS TE block | SKN-1 block | PABP1 MLLE inh | bovine MsrA act | Tb MetRS inh
O=C(O)c1cccc(-n2nc(-c3ccc(Cl)c([N+](=O)[O-])c3)c3ccccc3c2=O)c1 | -3 | 2 | 0 | -1.3 | 5 | 3 | -9 | -3 | 1.0
COCCNC(=O)C(c1ccc(Cl)cc1)N(C(=O)CCC(=O)Nc1ccccn1)C1CCCC1 (stereo not given) | 2 | -4 | 12 | 0.1 | 1 | -24 | 5 | -14 | 1.6
COc1ccc(NC(=O)CN(C)C(=O)c2ccc(C)s2)cc1 | 3 | -13 | -6 | -0.1 | -6 | 3 | -14 | -3 | -0.3
COc1cccc(NC(=O)Nc2ccc(F)cc2)c1 | 3 | 7 | 6 | -0.6 | -1 | 12 | 0 | -4 | -0.1
CC(=O)c1cccc(NS(=O)(=O)c2ccc(C(=O)Nc3ccccc3)cc2)c1 | 17 | -5 | 6 | -0.7 | -3 | 5 | -4 | -9 | -0.1
C/C(=N\NC(=O)c1cc(Br)ccc1O)c1ccccn1 | 4 | 2 | 20 | 1.2 | -4 | 7 | 5 | -1 | -0.3
O=C1C2C3CC(C(Br)C3Br)C2C(=O)N1CC1CCCO1 (stereo not given) | 5 | -2 | -2 | -1.2 | -4 | 10 | -5 | -1 | -0.1
O=C1C(Cl)=C(N2CCN(Cc3ccccc3)CC2)C(=O)N1c1ccccc1 | -6 | 0 | 7 | -0.5 | 11 | -3 | 21 | 2 | -0.2
CCc1ccc(NC(=O)CSc2nc3nc(C)cc(C)n3n2)cc1 | 6 | -5 | -3 | 1.4 | 4 | -7 | -7 | -10 | -0.9
O=C(CSc1nnnn1-c1ccccc1)Nc1nc(-c2ccccc2)ns1 | 4 | -8 | 4 | -0.8 | -13 | 13 | -11 | -4 | -0.2
COc1ccc(-n2ncc3c(N4CCN(c5cccc(C)c5C)CC4)ncnc32)cc1 | 1 | -6 | -2 | 1.2 | 2 | -21 | 6 | 0 | -0.4
Cc1nn(C(C)C(=O)N2CCc3ccccc3C2)c(=O)c2cc3occc3n12 (stereo not given) | 1 | -5 | -3 | 0.6 | -10 | -8 | -15 | -4 | -0.8
CCOc1ccc(/C=N/NC(=O)CSc2n[nH]c(=O)[nH]c2=O)cc1OC | 2 | -1 | -8 | 0.9 | -6 | 2 | -2 | -3 | 0.1
CC(Cc1cccs1)NC(=O)CCCn1nnnc1CN1CCOCC1 (stereo not given) | -2 | 3 | 13 | -0.5 | -3 | 13 | -15 | -4 | 0.1
c1ccc(CN2CC[C@@H](Nc3nccn4ccnc34)C2)cc1 | 4 | -1 | -1 | 0.4 | -2 | 14 | -16 | 2 | -0.1
Nc1nnc(SCCN2C(=O)c3ccccc3C2=O)s1 | 0 | -3 | -3 | 0.6 | -4 | 7 | -5 | -2 | -0.7
Cc1onc(-c2ccccc2)c1C(=O)N=C(N)c1ccc(Cl)cc1 | 0 | 9 | -6 | 0.7 | -4 | 0 | 5 | -3 | -0.8
CN1CCN(Cc2nc(N)nc(Nc3ccc4c(c3)OCCO4)n2)CC1 | 1 | 3 | 4 | -0.2 | -6 | -11 | 8 | -1 | 0.3
CCCOc1cccc(C2/C(=C(/O)c3ccccc3)C(=O)C(=O)N2CCN(C)C)c1 (stereo not given) | -8 | -6 | -4 | 0.9 | -12 | 12 | -6 | -3 | 0.1
C[C@H]1CN([C@@H](C)CO)S(=O)(=O)c2ccc(Br)cc2O[C@H]1CN(C)C(=O)Cc1ccccc1 | 4 | 5 | -16 | 2.0 | -1 | 8 | -4 | 0 | -0.3
CCc1ccc(NC(=O)Cn2ncc3c4ccccc4n(C)c3c2=O)cc1 | -11 | -8 | -8 | -1.1 | -10 | -9 | -2 | -13 | -0.4
CC1(C(=O)NS(=O)(=O)c2ccccc2)CCN1C(=O)C1(c2ccc(Cl)cc2)CCC1 (stereo not given) | 5 | 11 | -2 | -0.5 | -9 | -12 | 1 | -6 | -0.2
C#CCC(NC(=O)c1ccc(C(F)(F)F)cc1)C(=O)NCCC (stereo not given) | -2 | 13 | 8 | -2.1 | -8 | 4 | -10 | -6 | -0.6
O=C1CSC(c2cccc(F)c2)N1c1ccccc1 (stereo not given) | -2 | -1 | 9 | -1.0 | -7 | -6 | 9 | -6 | -1.2
O=C(CSc1ccccc1)NC1CCCCCC1 | -5 | -5 | 8 | -0.3 | -3 | 18 | 12 | 0 | -0.3
O=C(c1ccc2n[nH]nc2c1)N1CCN(c2ccc(C(F)(F)F)cn2)CC1 | 0 | -6 | 6 | 0.6 | -25 | 19 | -8 | 1 | -0.2
COC(=O)c1ccc(C(=O)NC2CCCN(Cc3ccc(Cl)cc3)C2)nc1 (stereo not given) | 0 | -12 | 11 | 0.5 | 6 | -3 | -9 | 4 | 0.0
CC(C)CC(=O)c1c[nH]c(C(=O)NCCc2ccccn2)c1 | 4 | -1 | 1 | 0.2 | -7 | 5 | 0 | -13 | -1.0
O=C(Nc1ccc(Cl)c(S(=O)(=O)N2CCOCC2)c1)c1ccc(Cl)nc1 | -2 | -12 | -3 | -0.4 | -4 | 6 | -1 | -5 | -0.4
O=C(NCc1ccco1)c1sc2cc(Cl)ccc2c1Cl | 5 | 1 | -7 | 0.1 | 25 | 38* | 8 | -2 | -0.5

Going on with the list:
Every second line gives: MT1-MMP act inh	E coli Lon inh	CendR NRP1 mod	MsrA inhibitor	FAS TE block	SKN-1 block	PABP1 MLLE inh	bovine MsrA act	Tb MetRS inh
> CN1CCN(C(=O)C2=C[C@@H](c3coc4ccccc4c3=O)C[C@@H](OCCCCO)O2)CC1
    5	-5	1	0.1	-10	-9	-3	-9	-0.5
> C1CCCC(N2CCNCC2)CC1
    0	-1	-8	0.1	-4	6	-16	-1	-0.3
> COc1ccc(NC(=O)COC(=O)c2ccc(N3CCCC3=O)cc2)cc1
    2	-11	6	0.5	0	-2	-20	0	-0.2
> CCCCP(=O)(CCCC)c1ccccc1C(=O)O
    .	-9	.	-0.1	.	.	.	1	-1.0
> CCOc1ccccc1NC(=O)NC1CC2CCCC(C1)N2Cc1nnnn1CCc1ccccc1 (stereo not given)
    -1	-4	5	-0.7	17	20	-5	2	-0.5
> COc1cccc(-c2c(NC(=O)c3ccco3)n(-c3ccc(C)cc3)nc(C)c2=O)c1
    -1	-4	-14	1.1	-5	-17	9	-16	-1.6
> CC1CC(CN)CC(CO)C1 (stereo not given)
    0	-2	-2	0.5	-2	-3	7	-1	0.5
> O=C(CCNc1cccc(Cl)c1)c1cccs1
    2	2	4	1.1	13	-11	-10	-8	-0.5
> O=C(Nc1ncccc1O)c1ccc2c(c1)OCO2
    5	-9	-1	0.1	-12	2	2	0	-0.3
> Cc1ccccc1NC(=O)N1CCC(C(=O)c2ccc(F)cc2)CC1
    2	-1	3	-0.8	-10	-3	1	-9	-0.2
> COC(=O)c1ccc(S(=O)(=O)c2ccc(Cl)cc2)c(N)c1
    2	-7	7	1.0	10	-6	2	0	0.0
> N#Cc1ccc(C(=O)N2CCCCC2c2cc(C(=O)Nc3ccccc3Cl)no2)cc1 (stereo not given)
    0	-2	-2	-1.4	18	3	5	-1	0.4
> COc1ccc(CC(=O)OCC(=O)Nc2cccnc2Cl)cc1OC
    -1	17	3	-1.4	-5	3	5	0	-0.3
> COc1ccccc1-c1coc2c(CN3CCN(C)CC3)c(O)ccc2c1=O
    -2	-4	-12	3.0	-9	11	5	-5	-0.3
> COC(=O)c1ccccc1S(=O)(=O)NC(=O)c1ccccc1
    1	-2	1	-1.5	-2	22	2	-2	-0.9
> COCCNC(=O)C(c1ccco1)N(C(=O)Cn1nnc2ccccc21)c1cc(C)ccc1C (stereo not given)
    -4	4	15	1.5	-4	17	-15	0	0.1
> Cc1ccc([C@@H]2[C@@H]3C(=O)N(c4ccccc4)C(=O)[C@@H]3[C@]3(C)C(=O)N(Cc4ccccn4)CC(=O)N23)o1
    1	14	11	-0.4	-13	5	10	-5	-0.5
> Cc1ccc(S(=O)(=O)N(C)CCCC(=O)n2nc(C)cc2C)cc1
    -2	-3	2	-0.7	2	26	-6	3	0.0
> CC(=O)N1CCN(c2ccc(NC(=O)c3ccc(OCc4ccccc4)cc3)cc2)CC1
    8	6	8	0.0	-17	11	0	-3	-0.7
> O=C(CSc1nc(-c2ccco2)cc(C(F)(F)F)n1)Nc1ccccc1C(F)(F)F
    -2	-2	-1	1.3	1	4	10	-1	0.1

Overlap with the part before: 4 entries, followed by the next part.
Every second line gives: MT1-MMP act inh	E coli Lon inh	CendR NRP1 mod	MsrA inhibitor	FAS TE block	SKN-1 block	PABP1 MLLE inh	bovine MsrA act	Tb MetRS inh
> Cc1ccc([C@@H]2[C@@H]3C(=O)N(c4ccccc4)C(=O)[C@@H]3[C@]3(C)C(=O)N(Cc4ccccn4)CC(=O)N23)o1
    1	14	11	-0.4	-13	5	10	-5	-0.5
> Cc1ccc(S(=O)(=O)N(C)CCCC(=O)n2nc(C)cc2C)cc1
    -2	-3	2	-0.7	2	26	-6	3	0.0
> CC(=O)N1CCN(c2ccc(NC(=O)c3ccc(OCc4ccccc4)cc3)cc2)CC1
    8	6	8	0.0	-17	11	0	-3	-0.7
> O=C(CSc1nc(-c2ccco2)cc(C(F)(F)F)n1)Nc1ccccc1C(F)(F)F
    -2	-2	-1	1.3	1	4	10	-1	0.1
> CC1CCCC2(C1)NC(=S)N(c1ccccc1)N2 (stereo not given)
    -6	-13	-2	1.6	-7	-2	-42	-2	0.3
> CCn1c(=O)cc(SCC(=O)N2CCN(C(=O)c3ccco3)CC2)c2ccccc21
    13	-1	-6	1.2	-5	-15	-2	-3	0.5
> Cc1ccc(Cn2ccc(NC(=O)c3cc(-c4ccc(Cl)cc4)on3)n2)cc1
    3	-2	10	-1.2	0	-13	-8	-6	-1.2
> Cc1c(NC(=O)/C=C/c2cccs2)c(=O)n(-c2ccccc2)n1C
    5	1	3	4.5	-4	-10	9	0	1.0
> CC(C)C1O/C(=N/C(=O)Nc2ccc(Cl)c(Cl)c2)NC1=O (stereo not given)
    -4	1	-4	0.2	9	-18	1	-7	-0.7
> Cc1ccc(OCC(O)CN2C(=O)NC(C)(C)C2=O)cc1 (stereo not given)
    -4	4	6	0.1	-2	6	10	-4	-0.7
> COc1ccc(Nc2cc(C)nc3ccc(OC)cc23)cc1
    4	-2	29*	1.7	-4	1	-4	-11	-0.5
> CC(C)(C)c1ccc(O)c(N=Cc2cc(Br)ccc2O)c1
    6	6	-58	-0.9	16	-5	-56	-5	-0.3
